NLRP3 yeast inh = NALP3 inhibition in yeast. Yeast reconstituted NLRP3/ASC/caspase-1, beta-gal luminescence, 24 h. inhibition, % at 10 µM. actives 0.39% (n = 330,000). AID 2825;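 active = inhibition of 50% or more; inactive = inhibition below 50%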;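 note: plate controls were induced DMSO wells for no effect and uninduced yeast grown without galactose for full effect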
mIAP act = increases mouse intestinal alkaline phosphatase activity; muIAP, CDP-Star luminescence, 30 min; stronger effect = higher value; 1 = vehicle-only enzyme signal, 0 = enzyme-free wells; activation factor at 10 µM; actives 0.24% (n = 330,000);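 active = activation factor of at least 2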; note: the source names both 10 and 20 µM as test concentration; values of inactives mirror those of a sister screen read the other way
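Assay system: mouse IAP enzyme; reagent: chemiluminescent substrate CDP-Star; dosing: test compounds delivered from DMSO solution; schedule: 30 min at room temperature; measured by: luminescence from enzymatic CDP-Star hydrolysis; controls: DMSO-only wells and no-enzyme negative control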
APOBEC3A inh = human APOBEC3A DNA deaminase inhibition | inhibition, % at 20 µM | actives 0.41% (n = 330,000) | AID 493011 | recombinant A3A, FAM/TAMRA ssDNA deamination fluorescence;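 active = at least 40% inhibition at 20 µM here, with at most 30% in a related deaminase screen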;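 note: plate controls were A3A with DMSO for no effect and wells lacking A3A enzyme for full effect; some results filed as inactive read as strong as hits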
Target sequence (P31941 whole entry, looked up): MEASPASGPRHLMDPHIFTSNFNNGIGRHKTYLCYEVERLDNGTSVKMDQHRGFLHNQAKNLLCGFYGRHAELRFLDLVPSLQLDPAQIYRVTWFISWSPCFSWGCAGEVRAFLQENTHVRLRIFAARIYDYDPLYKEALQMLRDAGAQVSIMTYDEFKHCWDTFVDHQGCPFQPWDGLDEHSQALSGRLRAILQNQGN
mIAP inh = blocks mouse intestinal alkaline phosphatase. actives 0.2% (n = 330,000). purified mouse IAP, CDP-Star luminescence, 30 min. AID 2806. inhibition, % at 10 µM;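 active = inhibition of at least 40% at 10 µM in the primary screen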;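 note: plate controls were DMSO with enzyme for no effect and no enzyme wells for full effect; values of inactives mirror those of a sister screen read the other way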
beta cell repl = induces beta-cell replication in MIN6 cells. MIN6 cells proliferation, ATPlite luminescence, 48 h; cells starved in 0.2% serum; 100% = growth in 10% serum. AID 2380. actives 0.29% (n = 330,000). proliferation, % at 10 µM;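 active = compounds whose signal lies at least 3.5 SD above the mean of all wells on their plate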;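 note: 0% = DMSO-treated cells in low-serum medium and 100% = 10% serum control; some compounds called inactive have numbers as strong as hits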
APOBEC3G inh = inhibitors of human APOBEC3G DNA deaminase | recombinant A3G, ssDNA deamination FAM/TAMRA fluorescence | Q9HC16 | actives 0.28% (n = 330,000) | inhibition, % at 20 µM;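 active = inhibition of at least 40% at 20 µM, with no more than 30% in the related APOBEC3A deaminase screen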;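 note: plate controls were DMSO wells with A3G for no effect and wells lacking A3G enzyme for full effect; some compounds called inactive have numbers as strong as hits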
Target sequence (Q9HC16 whole entry, looked up): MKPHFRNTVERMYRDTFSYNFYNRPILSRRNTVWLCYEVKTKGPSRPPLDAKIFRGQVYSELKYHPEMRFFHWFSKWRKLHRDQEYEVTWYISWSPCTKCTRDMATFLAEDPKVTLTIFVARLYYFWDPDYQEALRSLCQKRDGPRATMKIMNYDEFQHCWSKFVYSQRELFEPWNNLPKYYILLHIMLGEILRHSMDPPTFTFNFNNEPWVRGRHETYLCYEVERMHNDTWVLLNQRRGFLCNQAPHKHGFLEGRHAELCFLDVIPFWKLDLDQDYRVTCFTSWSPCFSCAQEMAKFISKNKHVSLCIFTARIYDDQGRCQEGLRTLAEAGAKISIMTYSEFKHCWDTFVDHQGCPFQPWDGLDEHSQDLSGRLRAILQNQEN
tim10-1 inh = inhibits growth of tim10-1 mutant yeast; actives 2.2% (n = 330,000); S. cerevisiae tim10-1 ts strain growth, BacTiter-Glo, 24 h; inhibition, % at 20 µM;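 active = inhibition of at least 40%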;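 note: mutant grown at 25 °C; 0% = DMSO wells with yeast and 100% = wells holding no yeast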
TIM10 inh = growth inhibitors of TIM10 yeast strain. S. cerevisiae TIM10 strain growth, BacTiter-Glo luminescence, 24 h. inhibition, % at 10 µM. actives 1.4% (n = 330,000). AID 463195;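 active = inhibition of 40% or more at the single tested concentration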;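 note: wild-type TIM10 isogenic control strain grown at permissive 25 °C; 0% = DMSO yeast wells and 100% = minimal medium wells without yeast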
hIAP inh = human IAP inhibition | actives 0.12% (n = 330,000) | P09923 | inhibition, % at 10 µM | AID 2544 | purified IAP, CDP-Star luminescence, 30 min;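 active = inhibition reaching a set limit with compound at 10 µM in the primary screen, cut at about 35% in these data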;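 note: plate controls were DMSO wells with enzyme for no effect and no-enzyme buffer wells for full effect; values of inactives mirror those of a sister screen read the other way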
Target sequence (P09923 whole entry, looked up): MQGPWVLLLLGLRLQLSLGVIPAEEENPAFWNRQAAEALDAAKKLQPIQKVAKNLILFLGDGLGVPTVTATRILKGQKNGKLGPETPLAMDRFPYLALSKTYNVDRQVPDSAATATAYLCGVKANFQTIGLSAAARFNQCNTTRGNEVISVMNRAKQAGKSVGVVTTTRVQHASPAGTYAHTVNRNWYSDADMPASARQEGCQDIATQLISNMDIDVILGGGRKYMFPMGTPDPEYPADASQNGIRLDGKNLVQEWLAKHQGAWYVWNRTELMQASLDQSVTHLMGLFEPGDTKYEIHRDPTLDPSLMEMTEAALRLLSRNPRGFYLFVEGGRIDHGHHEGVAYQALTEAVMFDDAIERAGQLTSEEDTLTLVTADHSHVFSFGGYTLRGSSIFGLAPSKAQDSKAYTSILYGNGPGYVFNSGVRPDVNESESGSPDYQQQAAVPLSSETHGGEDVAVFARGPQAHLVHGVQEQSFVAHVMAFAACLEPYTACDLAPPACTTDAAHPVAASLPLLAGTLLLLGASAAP
Active calls of the source: *; nt = not tested or not shown. Compounds were not picked by outcome. About 4.6% of those tested had a hit in this group.

A first look (2 entries):
SMILES	NLRP3 yeast inh	mIAP act	APOBEC3A inh	mIAP inh	beta cell repl	APOBEC3G inh	tim10-1 inh	TIM10 inh	hIAP inh
O=C(COc1cc(Cl)ccc1Cl)N1CCNC1=O	22	0.98	-3	2	-3	-14	12	1	6
Cc1c(C(=O)NCCS(=O)(=O)N2CCN(c3ccccc3F)CC2)cccc1[N+](=O)[O-]	17	0.95	-3	5	-3	-5	-9	-8	-27

The listing (from the top)
SMILES	NLRP3 yeast inh	mIAP act	APOBEC3A inh	mIAP inh	beta cell repl	APOBEC3G inh	tim10-1 inh	TIM10 inh	hIAP inh
O=C(COc1cc(Cl)ccc1Cl)N1CCNC1=O	22	0.98	-3	2	-3	-14	12	1	6
Cc1c(C(=O)NCCS(=O)(=O)N2CCN(c3ccccc3F)CC2)cccc1[N+](=O)[O-]	17	0.95	-3	5	-3	-5	-9	-8	-27
CCOC(=O)CNC(=O)c1cc(C)oc1C	-5	0.99	1	0	-2	-1	11	-6	-3
O=C(c1ccc(F)cc1)N1CCC2(CC1)NCCc1[nH]cnc12	12	0.95	0	4	-1	-2	-8	0	11
C#CCNc1c2c(nc3ncnn13)CC(C)CC2 (stereo not given)	2	0.99	-5	1	-2	-8	5	-1	1
CCOC(=O)C1=C(C)N=C2c3ccccc3C(=O)C2C1c1ccc(C)cc1 (stereo not given)	1	0.86	-1	14	0	1	18	20	2
CC(CN1C(C)CCCC1C)OC(=O)c1ccccc1F (stereo not given)	-1	0.92	-3	8	1	-8	-3	-3	8
CCOC(=O)C1CCN(C(=O)CN(c2cccc(C(F)(F)F)c2)S(C)(=O)=O)CC1	6	0.99	-3	1	0	-1	8	11	-3
COc1ccc(CC(=O)Nc2ccc(N3CCCC3)c(C)c2)cc1	34	1	-4	0	-2	-14	-6	-37	14
Cc1ccc(CNC(=O)C2(C(F)(F)F)C/C(=C\Cc3ccccc3)CCCO2)o1 (stereo not given)	3	0.96	-1	4	-7	-4	30	21	-2
O=C(COc1cccnc1[N+](=O)[O-])Nc1ccc(N2CCOCC2)cc1	-3	0.88	-4	12	-2	-7	1	11	-19
O=C(c1ccc(S(=O)(=O)N2CCCCC2)cc1)N1CCc2ccccc2C1	5	0.93	-2	7	1	-6	20	5	7
CCOC(O)[C@H]1N[C@@H](c2ccc(Cl)cc2)[C@@H]([N+](=O)[O-])[C@@H]1c1ccccc1 (stereo not given in full)	1	0.99	-4	1	0	-8	25	29	-10
Nn1c(SCC(=O)Nc2ccccc2F)nnc1-c1cccnc1	0	0.93	2	7	0	-8	7	-13	-26
CCS(=O)(=O)c1nc(S(=O)(=O)c2ccc(Cl)cc2)c(N2CCN(C)CC2)s1	0	1	-5	0	3	-8	-15	4	-2
CN(C)/C=N/C(=S)Nc1ccc(Cl)cc1	23	0.99	-1	1	-2	-4	16	-25	15
Cc1c(C(=O)c2ccc(Br)cc2)c(=O)n(C)c(=O)n1C	-9	1.1	-10	-9	0	-9	-5	-10	-4
O=C(COC(=O)C1CC1)Nc1ccc(Oc2ccccc2)cc1	25	0.94	-2	6	0	-2	9	0	9
COc1ccc(C(=O)CCNc2ccc(C)c(Cl)c2)cc1	14	1	1	-1	2	3	-14	-15	23
CCOC(=O)C1=CN(Cc2ccc(Br)cc2)S(=O)(=O)NC1C (stereo not given)	nt	1	0	-2	nt	1	16	-24	nt
O=C(Nc1cccc(C(F)(F)F)c1)C12CC3CC(CC(C3)C1)C2	9	1.2	1	-16	0	-6	15	20	3
Cc1ccc(NC(=O)Cc2ccsc2)cc1Cl	54*	1.1	-3	-9	-1	-10	0	-4	-16
COc1ccccc1NC(=O)Cc1coc2cc(C)ccc12	30	0.93	2	7	-3	4	18	23	6
COC(=O)[C@@]12CCCCN1[C@H](c1ccc(-c3ccc(F)cc3)c(OC)c1)[C@H]1C(=O)N(C)C(=O)[C@H]12	0	0.96	-3	4	-6	-12	28	5	-23
COc1ccc(Cc2nnc(SC(C)C(=O)Nc3ccc(C(N)=O)cc3)o2)cc1 (stereo not given)	10	0.88	-1	12	4	-5	0	13	-8
CCOc1nc(Nc2ccccc2F)nc(OCC)n1	34	1.1	2	-7	5.0*	1	6	21	-1
CN(C)S(=O)(=O)c1cccc(NC(=O)Cn2cc(C(F)(F)F)cc(Cl)c2=O)c1	10	1.1	0	-14	-4	-16	1	-11	-14
COc1ccc(-c2cc(=O)[nH][nH]2)cc1OC	15	1	0	-4	-1	-4	3	-17	10
CCCC(C)C(=O)Nc1nc(C)c(-c2csc(Nc3cc(Cl)ccc3C)n2)s1 (stereo not given)	9	0.93	-2	7	-9	23	26	14	7
Clc1cnc(N/N=C/c2ccco2)c(Cl)c1	13	1	1	-2	-1	-3	10	1	-23
O=C(NCc1ccccc1)N1CCN(c2ccc(Cl)c(Cl)c2)CC1	9	1.1	8	-13	-2	-2	-13	-28	-8
O=C(Nc1cc(C(=O)N2CCOCC2)cc(C(=O)N2CCOCC2)c1)c1cc(F)c(F)cc1Cl	-4	1.1	-6	-8	-1	-2	8	-13	-18
CCN(C(=O)CSc1nnc(-c2cccs2)o1)C1CCS(=O)(=O)C1 (stereo not given)	3	0.91	-1	9	2	-6	8	-18	-3
COc1ccc(NC(=O)CCCn2c(=O)c3sccc3n(Cc3ccc(C)cc3C)c2=O)cc1	14	0.95	-1	5	-1	-6	11	14	-1
COc1cccc(CNC(=O)c2ccc(CS(=O)Cc3ccc(C)cc3)o2)c1 (stereo not given)	17	0.98	-4	2	0	-1	1	-3	-13
COc1ccc(OC)c(C2C3=C(N=c4s/c(=C\c5cccc(O)c5)c(=O)n42)c2ccccc2CC3)c1 (stereo not given)	9	0.84	2	16	-3	-1	22	25	3
CCOC(=O)c1c(NC(=O)CSc2nnc(CNc3ccc(OC)cc3)n2C)sc(C)c1C	12	0.96	-1	4	-2	-4	41*	5	-16
Cc1nc([N+](=O)[O-])cn1CC(=O)Nc1ccc([N+](=O)[O-])cc1	13	0.97	-1	3	-4	2	-22	4	-16
CC(=O)N/C(=N/c1nc(C)cc(C)n1)Nc1cc(C)cc(C)c1	20	0.95	1	5	-5	5	16	17	-12
COc1cc2c(cc1CN1CCN(C(=O)c3cc(OC)c(OC)c(OC)c3)CC1)OCO2	18	0.97	-4	3	-2	-2	11	12	16

Entries of single compounds as entered above. Screens in order: NLRP3 yeast inh | mIAP act | APOBEC3A inh | mIAP inh | beta cell repl | APOBEC3G inh | tim10-1 inh | TIM10 inh | hIAP inh
CC(=O)N/C(=N/c1nc(C)cc(C)n1)Nc1cc(C)cc(C)c1 in the list: 20 | 0.95 | 1 | 5 | -5 | 5 | 16 | 17 | -12
COc1ccccc1NC(=O)Cc1coc2cc(C)ccc12 in the list: 30 | 0.93 | 2 | 7 | -3 | 4 | 18 | 23 | 6

Additional structures.
SMILES	NLRP3 yeast inh	mIAP act	APOBEC3A inh	mIAP inh	beta cell repl	APOBEC3G inh	tim10-1 inh	TIM10 inh	hIAP inh
COC(=O)[C@]1(C)N[C@H](CN(C)C(=O)Nc2ccccc2)[C@@H]2C(=O)N(Cc3ccccc3)C(=O)[C@@H]21	9	0.99	-6	0	-1	-6	8	-3	13
COc1ccc(Cl)cc1NC(=S)NNC(=O)c1cccnc1	30	0.84	-4	16	4	-5	0	15	-59
C=CCn1c(C)cc(/C([O-])=C(/C(=S)Nc2ccc(OC(F)F)cc2)[n+]2ccc(N(C)C)cc2)c1C	24	0.87	1	13	-1	-7	-11	-6	5
CN1CCN(C(=O)/C(=C/c2cccs2)NC(=O)c2cccs2)CC1	-1	1	-5	-3	0	-7	13	-21	-27
Cn1cc(/C=C/C(=O)N2CCCC(C(=O)c3ccc(C(F)(F)F)cc3)C2)cn1 (stereo not given)	-1	0.96	-4	4	-1	-4	25	1	-10
Cc1ccc(COC(=O)CN2C(=O)NC3(CCCCC3C)C2=O)cc1 (stereo not given)	11	0.97	2	3	0	9	21	4	-6
COc1ccc(CC(=O)N2CCC3(CC2)NCCc2[nH]cnc23)cc1	11	0.96	-3	4	1	-8	14	-6	-17
COc1ccc2c(c1)O[C@@]1(CCCC[C@@H]1C)CC2=O	-15	1.1	-5	-7	-2	-12	14	-11	-5
COC(=O)c1ccc(C(=O)OC)c(NC(=O)COC(=O)CCOc2ccc(C)cc2)c1	16	0.91	0	9	1	-10	-2	-1	4
CC1(C)OC(=O)C(=Cc2ccc(-c3ccc(Cl)c(C(=O)O)c3)o2)C(=O)O1	-5	0.88	61	12	0	43	8	7	8
Cn1cccc1Cc1nnc(SCC(=O)Nc2ccccc2F)n1-c1ccc(F)cc1	7	0.82	-3	18	-4	-5	17	1	2
O=C(OCc1nc2ccc(Cl)cc2n1CCO)c1ccccc1C(=O)c1ccccc1	2	0.92	-3	8	-1	9	28	-1	10
CCN(CC)Cc1c(C(=O)N/N=C/c2ccco2)nnn1-c1nonc1N	-2	1	-2	-5	4	-9	-7	2	-18
CC(=O)NNc1ncnc2ccccc12	10	1	-5	-1	-2	-4	-4	-8	-20
O=C(Nc1ccccc1OC(F)F)c1ccc(F)cc1	-18	1	-2	-1	1	-4	15	-4	1
Cc1ccccc1C(=O)N1CCC(C(=O)NCc2ccc(Cl)cc2)CC1	3	1.1	2	-6	-4	-3	0	-2	-40
COc1ccc(CCC(=O)NCCc2ccc(OC)c(OC)c2)cc1	4	0.98	1	2	-2	-4	5	-3	1
CCOC(=O)Cn1nc(C)c(NC(=O)COc2ccc([N+](=O)[O-])c(C)c2)c1C	4	1	6	0	-1	-8	7	-10	6
CCCOc1ccccc1C1CC(=O)Nc2cc3c(cc21)OCO3 (stereo not given)	10	1	0	0	-3	-5	20	9	-27
CCN1CCN(CCCNC(=O)c2cc3c(s2)-c2ccccc2OC3)CC1	-1	1.1	-2	-6	-6	-6	-4	2	-12
Cc1ccc2oc(-c3ccccc3)nc2c1	3	0.99	-4	1	-3	-2	1	14	8
COCCNC(=O)C1CC(c2cccc(OC)c2)=NO1 (stereo not given)	13	1.1	3	-10	0	4	-1	3	1
CCN1C(=S)N[C@@H](CCc2ccccc2)[C@H](C(=O)OC)[C@H]1C	17	1	-3	-3	-1	-6	33	-12	0
CCOC(=O)c1ccc(NC(=O)COc2coc(CN3CCc4ccccc43)cc2=O)cc1	4	0.96	-2	4	2	-7	8	12	16
COc1ccc(C(=O)NCc2nnc(SCC(=O)NC3CCCCC3)n2C)cc1	7	1	34	-2	-2	12	16	-12	-14
COc1ccc2cc(C#N)c(N3CCN(Cc4nnnn4CCC(C)C)CC3)nc2c1	9	1.2	-3	-21	-5	-10	22	30	-7
Cc1ccc(NC(=O)c2ccc(OC(=O)COc3ccc(Cl)c(C)c3)cc2)cc1	12	1.1	-1	-7	-3	-5	2	-13	10
CC1CN(CC(=O)Nc2ccccc2Sc2ccccc2)CC(C)O1 (stereo not given)	10	0.99	3	1	0	-3	-3	-17	10

Rewritten as labelled records: part of the list above
O=C(Nc1cc(C(=O)N2CCOCC2)cc(C(=O)N2CCOCC2)c1)c1cc(F)c(F)cc1Cl
  NLRP3 yeast inh = -4; mIAP act = 1.1; APOBEC3A inh = -6; mIAP inh = -8; beta cell repl = -1; APOBEC3G inh = -2; tim10-1 inh = 8; TIM10 inh = -13; hIAP inh = -18
CCN(C(=O)CSc1nnc(-c2cccs2)o1)C1CCS(=O)(=O)C1 (stereo not given)
  NLRP3 yeast inh = 3; mIAP act = 0.91; APOBEC3A inh = -1; mIAP inh = 9; beta cell repl = 2; APOBEC3G inh = -6; tim10-1 inh = 8; TIM10 inh = -18; hIAP inh = -3
